Screening data: PubChem BioAssay, National Center for Advancing Translational Sciences (NCATS)
TDP1 cell noCPT: qHTS for Inhibitors of human tyrosyl-DNA phosphodiesterase 1 (TDP1): qHTS in cells in absence of CPT | Potency, µM (highest dose often 46.2 µM), for the others: at the highest dose activity change, negative = growth inhibition, hits mostly inhibitors | 420,000 compounds, 15% hits | AID 686978, 2013 | DT40 Tdp1-/- hTDP1 cells, no CPT, ATP luminescence, 48 h; also: nearly all actives have a fitted effect of over 55% in size
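Compound effects on proliferation are scored in DT40 Tdp1-/-;hTDP1 cells in the absence of CPT. ATP levels (CellTiter-Glo luminescence) are recorded after a ≥48 hr, 37 °C incubation.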
TDP1 cell CPT: growth inhibition of DT40 Tdp1-/-;hTDP1 cells with camptothecin (screen for TDP1 inhibitors); chicken DT40 Tdp1-/-;hTDP1 cells + 20 nM CPT, ATP luminescence, 48 h; 420,000 compounds, 12% hits; Potency, µM (titrated, usually from 46.2 µM), for the others: at the highest dose activity change, negative = growth inhibition, actives largely listed as inhibitors; also: nearly all actives have a fitted effect of over 55% in size
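Chicken DT40 Tdp1-/- cells complemented with human TDP1, 400 cells/well, exposed to compounds plus 20 nM camptothecin for at least 48 h at 37 C; viability read as ATP content by CellTiter-Glo luminescence.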
KAT2A inh: inhibitors of human GCN5L2 histone acetyltransferase; Q92830; GCN5L2 HAT assay, ThioGlo1 CoA-SH fluorescence; Potency, µM (doses to about 58.9 µM), for inactives: at the top dose activity change, negative = inhibition, actives largely listed as inhibitors; 390,000 compounds, 0.21% hits; AID 504327
Target sequence (Q92830 whole entry, looked up): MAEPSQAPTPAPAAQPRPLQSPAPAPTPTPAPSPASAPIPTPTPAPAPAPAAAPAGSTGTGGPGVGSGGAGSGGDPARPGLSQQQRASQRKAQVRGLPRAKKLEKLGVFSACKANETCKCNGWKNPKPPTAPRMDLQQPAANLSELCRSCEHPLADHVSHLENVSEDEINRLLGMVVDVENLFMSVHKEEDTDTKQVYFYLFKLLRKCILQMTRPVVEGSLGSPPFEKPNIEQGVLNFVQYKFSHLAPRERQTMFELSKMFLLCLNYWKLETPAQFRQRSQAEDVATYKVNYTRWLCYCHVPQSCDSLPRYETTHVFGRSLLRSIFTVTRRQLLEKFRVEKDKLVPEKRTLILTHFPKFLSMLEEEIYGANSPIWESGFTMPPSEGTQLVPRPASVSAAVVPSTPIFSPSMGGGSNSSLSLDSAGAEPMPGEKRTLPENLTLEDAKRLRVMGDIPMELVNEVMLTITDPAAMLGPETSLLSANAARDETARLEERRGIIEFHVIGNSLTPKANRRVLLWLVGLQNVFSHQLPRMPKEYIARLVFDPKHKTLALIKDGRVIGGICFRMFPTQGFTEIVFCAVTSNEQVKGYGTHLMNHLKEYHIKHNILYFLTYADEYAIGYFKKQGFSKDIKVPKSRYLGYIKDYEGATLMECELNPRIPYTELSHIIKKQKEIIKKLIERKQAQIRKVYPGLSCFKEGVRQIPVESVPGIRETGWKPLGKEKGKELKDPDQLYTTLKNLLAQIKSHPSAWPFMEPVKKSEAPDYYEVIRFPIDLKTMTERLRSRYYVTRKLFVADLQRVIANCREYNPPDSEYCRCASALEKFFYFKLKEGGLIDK
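Fluorescence readout, Ex340nm/Em540nm: ThioGlo1 (50uM final) reacts with free CoA thiol released as 20nM GCN5L2 acetylates H3(1-25) peptide (75uM) using acetyl-CoA (70uM). Compound and enzyme sat 15 min beforehand; 20 min room-temperature reaction.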
Starred values were filed as active, the others as inactive; u = inconclusive; x = not tested or not shown; [ ] = dose if it differs, or a comment. Calls follow the shape of the dose curve; as a rule, active = well fitted curve in the direction sought with a large enough effect; inconclusive = small, poorly fitted or top-dose-only effect, or another doubt; inactive = no such curve, though single readings can be large; an effect the other way counts as inactive or inconclusive. % is scaled to controls: 0 for no effect and ±100 for the full control effect; potency is read from the fitted curve at half-maximal effect. An unsorted share of the library, and some 18% of all compounds hit somewhere here.

SMILES | TDP1 cell noCPT | TDP1 cell CPT | KAT2A inh
COc1ccc(CCNC(=O)c2c(O)c3ccccc3n(C)c2=O)cc1 | -17.8% | 15.3% | -5.6%
O=C(CCN1CCCCC1c1cccnc1)NCc1ccccc1 (configuration not stated) | u | u | -3.8%
COc1ccc(C2N=C(c3ccccc3)NO2)cc1OC (configuration not stated) | u | u | -2.3%
Cc1ccccc1NC(=O)Cc1nnc(SCC(=O)NC2=NCCS2)n1C | -10.5% | -10.2% | -0.2%
C#CCNC(=O)C1=C[C@H](c2csc3ccccc23)[C@@H](CCCO)[C@H](OCC)O1 | u | u | -3.9%
CCN(CC)C(=O)COc1ccc(/C(C)=N/NC(=O)c2ccccc2Br)cc1 | 6.1% | -0.4% | -5.0%
COc1ccc(C(=O)N2CCC(C(=O)Nc3ccc(OC)cc3OC)CC2)cc1 | 5.3% | 20.3% | -8.5%
COCC(=O)N(c1ccccc1)C(C)C(=O)OC (configuration not stated) | -19.5% | -4.4% | -0.7%
Cc1ccc(-n2ncc3c(NCCCOC(C)C)ncnc32)c(C)c1 | u | u | -8.9%
O=S(=O)(NCc1ccco1)c1ccccc1Br | 0.4% | -3.4% | -10.7%
CCn1cc(C(=O)NCc2ccco2)c(=O)c2cc(S(=O)(=O)N3CCc4ccccc4C3)ccc21 | u | -24.5% | -9.9%
CCOc1ccc(NC(=O)CN(C)C(=O)C2CCCO2)cc1OCC (configuration not stated) | 5.0% | 4.3% | 0.7%
COc1ccc(-c2n[nH]c(=S)n2/N=C/C=C\c2ccccc2OC)cc1 | 10.3µM* | 23.1µM* | 37.3%[activator]
O=C(CCSc1ccc(Cl)cc1)NN=C1CCCCCC1 | -7.0% | 16.5% | -1.8%
COc1ccc2nc(N3CCCC(C(=O)NCCCN4CCN(C)CC4)C3)sc2c1 (configuration not stated) | -0.4% | -1.9% | -3.0%
Cc1cccc(Oc2ncccc2[N+](=O)[O-])c1C | 10.6% | 19.8% | x
C=CCn1c(SCc2ccc(OC)cc2)nnc1-c1cccnc1 | 5.5% | -16.4% | -2.2%
CCOC(=O)c1nc(N2CCN(c3ccc(F)cc3)CC2)c2c(C)noc2n1 | -13.4% | -23.3% | -0.5%
N#Cc1c(Cn2cncn2)nc(=O)n(-c2ccccc2)c1N | -1.4% | -7.2% | -7.1%
CC(/C=N/NC(=O)c1ccc(CN2c3cccc4cccc(c34)S2(=O)=O)cc1)c1ccccc1 (configuration not stated) | -27.9% | -5.1% | -21.5%
CC(=O)Nc1ccc(NC(=O)C(C)OC(=O)C(C)SCC(=O)Nc2ccc(C)cc2)cc1 (configuration not stated) | -21.8% | 1.4% | -1.5%
CCCCSc1nnc2c(n1)OC(c1ccc(C)s1)Nc1ccccc1-2 (configuration not stated) | 11.6µM* | 18.4µM* | -7.7%
CCCn1c2ccccc2c2cnn(CC(=O)NCCc3ccc(OC)cc3OC)c(=O)c21 | u | u | -9.5%
CCn1c(C)nnc1SCC(=O)NC1CCCC1 | -3.7% | -0.8% | -2.1%
CCc1nc(SCC(=O)N2CCc3cc(OC)c(OC)cc3C2)c(C#N)cc1C | u | u | x
Cc1cc(NC(=O)CCC(=O)N(CCC(C)C)CC(=O)NCC2CCCO2)no1 (configuration not stated) | -0.1% | 4.9% | -0.3%
CC(=O)NCCNc1nc(NC(C)C)nc2ccsc12 | 3.6% | 5.2% | x
CCOc1ccccc1-c1n[nH]c(=S)o1 | 16.4% | -5.7% | -2.7%
Cc1ccc2c(c1C)OC(=O)CC2(C)C | -1.6% | -2.7% | -3.8%
COc1ccccc1OCC(=O)NCCCn1ccnc1 | -2.9% | -1.5% | -3.4%
CCN(CC)C(=O)CN(c1cccc([N+](=O)[O-])c1)S(=O)(=O)c1ccccc1 | -46.2% | u | 3.4%
Cc1ccc(C(=O)N2CCN(S(=O)(=O)N3CCOCC3)CC2)cc1 | -0.2% | -9.3% | -5.7%
CN1CCN(c2ccc(CNS(=O)(=O)c3ccc(F)cc3Cl)cc2)CC1 | u | 18.4µM* | -2.8%
Cc1nn(CC(=O)NCCc2ccc(Cl)cc2)c(C)c1[N+](=O)[O-] | -11.8% | 4.4% | -0.8%
Cc1cc(C(=O)N2CCN(C(=O)c3ccco3)CC2)ccc1[N+](=O)[O-] | -7.4% | -9.5% | -15.1%
NC1=NC[C@H](c2ccccc2)N1CCc1cccc(F)c1 | 13µM* | 16.4µM* | 0.1%
O=C(CSc1nnc(SCc2ccccc2)s1)NNC(=S)Nc1ccccc1 | u | -7.0% | u
CCCCCNC(=O)C(C#N)c1nc2ccccc2nc1N1CCCC1 (configuration not stated) | u | -4.4% | -20.0%
COc1cc(C(=O)N/C(=C\c2cn(C)c3ccccc23)C(=O)NCCCn2ccnc2)cc(OC)c1OC | 9.5% | 5.2% | -7.1%
CCCCNC(=O)CSc1nc2cc(OC)c(OC)cc2c(=O)n1Cc1ccc(OC)cc1 | u | -11.4% | -11.1%
Cc1cc(C)c(C#N)c(Nc2cccc(C)c2C)n1 | -10.0% | 0.4% | u
CCO[C@@H]1OC(C(=O)O)=C[C@H](c2ccc3c(c2)OCO3)[C@H]1CCCO | 1.0% | -8.9% | -0.9%
Cc1nc2ccccn2c1C(=O)N/N=C/c1ccc([N+](=O)[O-])cc1 | -1.9% | -2.6% | 1.0%
CCC(C(=O)Nc1ccccc1F)n1nc(C)c2c(C)n(-c3ccccc3)nc2c1=O (configuration not stated) | u | u | -1.9%
COc1ccc(-c2oc(NC(=O)c3ccc(C)cc3)c(C#N)c2-c2ccc(OC)cc2)cc1 | -23.5% | -23.2% | -9.1%
COc1ccc(NS(=O)(=O)c2cccc(C(=O)O)c2)cc1S(=O)(=O)N1CCOCC1 | -1.7% | 4.2% | -1.0%
O=C(Cn1c(NCCO)nc2ccccc21)c1cccs1 | -11.4% | 2.0% | -2.8%
COc1ccc2ccccc2c1CN1CCc2nnc(C(NS(C)(=O)=O)C(C)C)n2CC1 (configuration not stated) | -17.0% | u | x
Clc1ccc(-c2nc(Cc3ccccc3)no2)cc1 | -0.7% | 0.2% | -3.9%
O=C(CSc1nc(C2CC2)nc2sc3c(c12)CCCC3)NCc1ccco1 | -12.4% | 1.8% | -10.6%
CC(C)CN1C(=O)C(=O)N(CC(=O)N2c3ccccc3NC(=O)CC2C)C1=O (configuration not stated) | -0.5% | -2.9% | -6.7%
Nc1c(C(=O)NCCN2CCOCC2)c2nc3ccccc3nc2n1-c1ccccc1 | 16.4µM* | u | u
O=S(=O)(NCCc1ccccc1)c1ccc(S(=O)(=O)N2CCCCC2)cc1 | -22.2% | -1.7% | -9.3%
CCOC(=O)C1CCN(c2ncnc3c2c(-c2ccccc2)cn3-c2ccccc2)CC1 | 23.1µM* | u | -6.5%
O=C(Cc1cccs1)NNC(=S)NCc1ccc(Cl)cc1 | -20.6% | -6.6% | -1.9%
COc1ccc(C2c3c(ncn(CCCO)c3=N)Oc3ccc4ccccc4c32)cc1OC (configuration not stated) | 18.4µM* | 14.6µM* | -7.1%
O=C(Nc1ccc(N2CCN(C(=O)c3ccco3)CC2)cc1)c1cccnc1Cl | 1.2% | -29.1% | -9.3%
CN1CCN(C(=O)/C(=C/c2cccnc2)NC(=O)c2cccc(Br)c2)CC1 | 2.2% | 9.0% | -2.0%
Cc1[nH]c(=O)[nH]c(=O)c1S(=O)(=O)N1CCN(c2ccccc2)CC1 | 6.0% | 0.8% | -3.5%
COc1ccccc1NC(=O)C(Cc1ccc(Cl)cc1)c1nn[nH]n1 (configuration not stated) | 4.2% | -18.1% | -12.3%

Remaining list, next part
SMILES | TDP1 cell noCPT | TDP1 cell CPT | KAT2A inh
O=C(Nc1cccc2ccccc12)c1ccc([N+](=O)[O-])o1 | 25.9µM* | 14.6µM* | 0.3%
c1ccc(SCCN2CCN(c3ccccc3)CC2)cc1 | -13.6% | -15.8% | -9.4%
Cc1sc(Nc2ccc([N+](=O)[O-])cc2)nc1-c1c(C)n(C)n(-c2ccccc2)c1=O | 23.1µM* | u | 2.6%
O=C(CCCn1c(=S)[nH]c2ccsc2c1=O)Nc1ccc2c(c1)OCO2 | -6.6% | -1.8% | -8.7%
COc1ccc(S(=O)(=O)N2CCCC(C(=O)N3CCN(C)CC3)C2)cc1C (configuration not stated) | u | -23.3% | -3.3%
CC1=C(C(=O)Nc2ccccc2)C(c2ccncc2)C(C#N)=C(SCC(=O)Nc2ccccc2)N1 (configuration not stated) | u | u | -6.5%
O=C(Cc1ccc(Cl)cc1Cl)Nc1cccc(S(=O)(=O)Nc2ccccc2F)c1 | 23.1µM* | 14.6µM* | u
COc1ccc(OC)c(C(C)NC=O)c1 (configuration not stated) | 3.1% | -1.2% | -1.4%
Cc1cccc(NC(NC(=O)c2ccccc2[N+](=O)[O-])C(Cl)(Cl)Cl)c1 (configuration not stated) | u | -29.4% | -7.5%
Cc1cccc(N(C)C(=O)c2cnn(-c3ccccc3)c2C)c1 | u | 2.2% | -6.9%
Cc1cnn(C(=O)c2ccccc2Br)c1 | 4.1% | -2.1% | -1.5%
CC1CC[C@]2(CO)CC[C@]3(C)C(=CCC4[C@@]5(C)CCC(O)C(C)(C)C5CC[C@@]43C)C2C1C (some centres not stated) | 2.0% | 6.6% | 10.3%

Of the compounds above, seven contain a furan ring, fused or not.
SMILES | TDP1 cell noCPT | TDP1 cell CPT | KAT2A inh
O=S(=O)(NCc1ccco1)c1ccccc1Br | 0.4% | -3.4% | -10.7%
CCn1cc(C(=O)NCc2ccco2)c(=O)c2cc(S(=O)(=O)N3CCc4ccccc4C3)ccc21 | u | -24.5% | -9.9%
Cc1cc(C(=O)N2CCN(C(=O)c3ccco3)CC2)ccc1[N+](=O)[O-] | -7.4% | -9.5% | -15.1%
COc1ccc(-c2oc(NC(=O)c3ccc(C)cc3)c(C#N)c2-c2ccc(OC)cc2)cc1 | -23.5% | -23.2% | -9.1%
O=C(CSc1nc(C2CC2)nc2sc3c(c12)CCCC3)NCc1ccco1 | -12.4% | 1.8% | -10.6%
O=C(Nc1ccc(N2CCN(C(=O)c3ccco3)CC2)cc1)c1cccnc1Cl | 1.2% | -29.1% | -9.3%
O=C(Nc1cccc2ccccc12)c1ccc([N+](=O)[O-])o1 | 25.9µM* | 14.6µM* | 0.3%

(continued)
SMILES | TDP1 cell noCPT | TDP1 cell CPT | KAT2A inh
CC(=O)Nc1cccc(/C(C)=N/NC(=O)c2c(-c3ccccc3Cl)noc2C)c1 | 13µM* | u | 3.1%
O=C(Nc1ccccc1O)c1cc2cc(Br)ccc2oc1=O | u | 2.6% | 2.0%
O=C(NS(=O)(=O)Nc1ccccn1)c1c[nH]c2ccccc12 | -0.9% | 7.3% | 4.4%
Cn1cc(-c2ccccc2C(=O)O)c(=O)c2cc(Cl)ccc21 | -16.0% | -6.3% | 2.0%
CC(=O)c1ccc(CC2SC(N)=NC2=O)cc1 (configuration not stated) | -2.2% | -9.0% | 6.3%
NS(=O)(=O)c1ccc(CCNC(=O)c2cccc(S(=O)(=O)N3CCCC3)c2)cc1 | -6.1% | 7.3% | 2.4%
COc1ccc(CNC(=O)Cn2ncc3c(=O)oc4ccccc4c32)c(OC)c1 | -23.2% | -26.3% | 2.1%
CC(=O)C[C@@H](O)CC(=O)[C@H]1OC(=O)CCCCCCCCc2ccccc21 | u | -20.3% | 2.1%
COCCn1c(=O)c(-c2ccc(Cl)cc2)nc2cnc(Nc3ccccc3)nc21 | 17.4% | 13.1% | -15.8%
COc1cccc(NC(=O)COC(=O)CCSc2ccccc2)c1 | -23.6% | 3.2% | 2.5%
Cc1ccc(CN2CCN(Cc3cnc(N4CCOCC4)s3)CC2CCO)cc1 (configuration not stated) | u | -21.2% | -0.9%
Cc1nnc(SCC(=O)Nc2ccc(Oc3ccccc3)cc2)n1N | -23.4% | -21.0% | -11.1%
CN1CCN(CC(=O)n2c3c(c4ccccc42)CCCC3)CC1 | -20.9% | -16.9% | 0.5%
O=C(Cn1c2c(sc1=O)C1c3ccccc3OCC1CS2)Nc1ccc(Cl)cc1 (configuration not stated) | u | u | -4.3%
Cc1noc(C)c1S(=O)(=O)Nc1ccccc1Oc1ccccc1 | u | -2.9% | -3.6%
COc1ccc(NC(=O)CCS(=O)(=O)c2ccc3c(c2)oc(=O)n3C)cc1 | 17.2% | 1.3% | -27.8%
Oc1ccccc1-c1nc(-c2cccs2)c(-c2cccs2)[nH]1 | u | u | -9.4%
O=C(Nc1ccccc1C(F)(F)F)c1cc(-c2ccccc2O)on1 | -18.2% | u | -0.1%
CC(C)(O)C#Cc1ccc(CN2CCC(CO)(CCc3ccccc3)CC2)cc1 | u | u | -2.7%
Cc1ccc2nc(CO)[nH]c2c1 | -1.5% | 7.2% | x
